# ADAM10 inh: human ADAM10 inhibitors, primary screen, biochemical, QFRET, HTS | Disintegrin and metalloproteinase domain-containing protein 10 (Homo sapiens), O14672 | recombinant ADAM10, EDANS/DABCYL FRET peptide cleavage, 3 h | inhibition, % at 7 µM | 370,000 compounds, 0.62% hits | AID 720582, 2013;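 active = inhibition above a per-campaign cutoff equal to the mean of compounds falling between control-based bounds plus 3 SD, cut at about 20% in these data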;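 note: 0% = DMSO wells while the 100% control is not disclosed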
# PLC-gamma1 inh: PLC-gamma1 enzyme inhibitors, primary screen, biochemical, fluorescence, purified enzyme | fluorogenic substrate | 1-phosphatidylinositol 4,5-bisphosphate phosphodiesterase gamma-1 (Homo sapiens), P19174 | AID 720700, 2013 | inhibition, % at 12.2 µM | 370,000 compounds, 0.84% hits; in the data active = inhibition above about 9.5%
# PLC-beta3 inh: human PLC-beta3 inhibitors, primary screen, biochemical, fluorescence; 1-phosphatidylinositol 4,5-bisphosphate phosphodiesterase beta-3 (Homo sapiens), Q01970; Purified PLC-beta3, fluorogenic substrate; inhibition, % at 12.2 µM; 370,000 compounds, 0.18% hits; AID 720704, 2013; in the data active = inhibition above about 11%;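 note: 0% = median of compound wells on plate and 100% = full blocker control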
# sPLA2-III inh: human group III sPLA2 inhibitors, primary screen, biochemical, QFRET, BODIPY PC-A2 liposome substrate | Group 3 secretory phospholipase A2 (Homo sapiens), Q9NZ20 | QFRET BODIPY PC-A2 liposome hydrolysis, fluorescence | inhibition, % at 12.2 µM | 370,000 compounds, 0.56% hits;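 active = inhibition above mean plus 3 SD of compounds lying within the high and low control bounds, cut at about 19% in these data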;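 note: 0% = median of test compound wells and 100% = no enzyme DMSO wells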
# Target sequence (Q9NZ20 whole entry, looked up): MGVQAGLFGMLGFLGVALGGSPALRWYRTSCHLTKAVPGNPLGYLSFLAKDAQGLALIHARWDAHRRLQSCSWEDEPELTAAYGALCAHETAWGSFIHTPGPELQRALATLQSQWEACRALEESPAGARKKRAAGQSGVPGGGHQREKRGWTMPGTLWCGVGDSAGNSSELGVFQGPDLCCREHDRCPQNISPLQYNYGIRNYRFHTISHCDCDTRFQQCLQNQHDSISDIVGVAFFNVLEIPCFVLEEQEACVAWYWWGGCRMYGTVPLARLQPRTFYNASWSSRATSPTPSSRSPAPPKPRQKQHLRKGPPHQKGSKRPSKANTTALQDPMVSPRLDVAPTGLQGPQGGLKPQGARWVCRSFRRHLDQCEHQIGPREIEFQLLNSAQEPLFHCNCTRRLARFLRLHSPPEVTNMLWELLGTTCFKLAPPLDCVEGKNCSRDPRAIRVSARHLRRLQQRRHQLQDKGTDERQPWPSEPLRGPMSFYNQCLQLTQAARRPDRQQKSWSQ
# DAX1 inh-1: DAX1 (NR0B1) inhibitors on StAR promoter, primary screen, cell-based, luminescence, SF-1 (NR5A1), full-length DAX-1. HEK293T StAR-luciferase reporter, SF-1/DAX-1 repression relief. inhibition, % at 6.8 µM. 370,000 compounds, 1.1% hits. AID 652010, 2013;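 active = inhibition above the mean over all tested compounds plus 3 SD, cut at about 3.6% in these data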;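 note: 0% = DAX-1 cells with DMSO and 100% = cells lacking DAX-1 with DMSO; higher inhibition means more luminescence from relief of DAX-1 repression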
# hcDAF12 agonist: H. contortus DAF-12 nuclear receptor activators, primary screen, cell-based, luminescence, HEK293, lit1-tk-luc reporter. HEK293 hcDAF-12 lit1-tk-luc reporter; 0% DMSO, 100% Δ7-dafachronic acid. activation, % at 6.8 µM. 370,000 compounds, 1.4% hits;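 active = activation above the mean of all tested compounds plus 3 SD, cut at about 5.5% in these data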;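 note: 100% = response to 3 µM Δ7-dafachronic acid high control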
# ADAM17 inh: ADAM17 inhibitors, primary screen, biochemical, QFRET | recombinant ADAM17, EDANS/DABCYL FRET peptide cleavage | Disintegrin and metalloproteinase domain-containing protein 17 (Homo sapiens), P78536 | inhibition, % at 6.95 µM | 370,000 compounds, 0.83% hits | AID 720648, 2013;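 active = inhibition above the mean of compounds lying between control limits plus 3 SD, set per campaign, cut at about 8.5% in these data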;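 note: 0% = DMSO-only wells as the low control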
# Target sequence (P78536 215-824 limits assumed): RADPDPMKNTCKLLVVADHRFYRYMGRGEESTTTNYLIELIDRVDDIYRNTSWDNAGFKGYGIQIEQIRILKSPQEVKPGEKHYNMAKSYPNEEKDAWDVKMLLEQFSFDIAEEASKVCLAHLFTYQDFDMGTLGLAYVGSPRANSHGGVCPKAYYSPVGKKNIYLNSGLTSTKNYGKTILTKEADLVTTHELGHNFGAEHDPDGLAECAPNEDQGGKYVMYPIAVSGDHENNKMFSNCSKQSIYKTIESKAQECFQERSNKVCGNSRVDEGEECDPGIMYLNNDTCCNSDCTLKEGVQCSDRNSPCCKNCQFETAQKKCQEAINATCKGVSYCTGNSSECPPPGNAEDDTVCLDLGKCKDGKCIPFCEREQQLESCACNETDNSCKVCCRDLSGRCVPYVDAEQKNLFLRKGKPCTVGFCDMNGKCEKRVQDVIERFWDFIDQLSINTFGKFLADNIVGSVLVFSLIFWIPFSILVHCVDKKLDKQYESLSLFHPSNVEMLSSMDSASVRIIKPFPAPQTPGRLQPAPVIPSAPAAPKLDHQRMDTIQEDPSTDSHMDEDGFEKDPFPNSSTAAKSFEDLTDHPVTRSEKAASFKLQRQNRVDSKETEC
# GAA850 FXN act: FXN promoter activators, primary screen, cell-based, luciferase luminescence, HEK293 lucGAA850; HEK293 lucGAA850 FXN promoter luciferase reporter, 24 h; percent of 10 µM SAHA response; activation, % at 6 µM; 360,000 compounds, 0.56% hits;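 active = activation above the average of all compounds screened plus 3 SD, cutoff fixed separately per campaign, cut at about 7.5% in these data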;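 note: 0% = DMSO wells and 100% = 10 µM SAHA wells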
# hgDAF-12 ag: H. glycines DAF-12 receptor agonists, primary screen, cell-based, luminescence, HEK293, GAL4 fusion, UAS-luciferase | Nuclear hormone receptor DAF-12 (Heterodera glycines), GAL4 fusion | HEK293 GAL4-hgDAF12 UAS-luciferase reporter, agonist luminescence; normalized to butyrate control | activation, % at 6.8 µM | 370,000 compounds, 1.8% hits | AID 687014, 2013;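 active = activation above a cutoff set at the mean of all screened compounds plus 3 SD, cut at about 10% in these data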;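 note: 0% = DMSO wells and 100% = sodium butyrate wells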
# DAX1 inh-2: DAX1 (NR0B1) inhibitors, primary screen, cell-based, HEK293, Gal4-DAX1, luciferase luminescence; 340,000 compounds, 0.99% hits; Nuclear receptor subfamily 0 group B member 1 (Homo sapiens), P51843; inhibition, % at 6.75 µM; AID 504766, 2011; HEK293 Gal4-DAX1 luciferase reporter;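 active = inhibition above the mean over all tested compounds plus 3 SD, cut at about 4.2% in these data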;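 note: 0% = DAX1-transfected cells with DMSO and 100% = empty-vector control cells with DMSO; inhibition shows as a rise in luminescence from relieved DAX1 repression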
# ssDAF-12 act: S. stercoralis DAF-12 nuclear receptor activators, primary screen, cell-based, luminescence, HEK293, GRIP1 co-expression, lit1-tk-luc; activation, % at 6.8 µM; HEK293 ssDAF-12/GRIP1 lit1-tk-luc reporter; % of 3 µM dafachronic acid response; AID 652126, 2013; 370,000 compounds, 1% hits; Nuclear hormone receptor DAF-12 (Strongyloides stercoralis);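 active = activation above the mean over all tested compounds plus 3 SD, cut at about 0.9% in these data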;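 note: 0% = DMSO-only wells and 100% = 3 µM delta7-dafachronic acid wells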
# An asterisk follows results filed as active; · = no result given.
SMILES	ADAM10 inh	PLC-gamma1 inh	PLC-beta3 inh	sPLA2-III inh	DAX1 inh-1	hcDAF12 agonist	ADAM17 inh	GAA850 FXN act	hgDAF-12 ag	DAX1 inh-2	ssDAF-12 act
O=C(N/N=C/C=C\c1ccccc1[N+](=O)[O-])c1cccs1	-3.4	3.1	1.1	-0.6	0.1	-0.8	3.0	2.6	3.4	-0.5	-1.6
CCSC1=N/C(=C\c2cccnc2)C(=O)N1c1ccccc1	-54.2	-86.4	-84.2	-4.7	-1.5	-2.9	-18.5	1.0	1.3	0.5	-2.0
O=C(CSc1nnc(-c2ccccc2F)n1C1CC1)NCc1ccco1	-8.5	-0.1	-4.9	3.1	-0.1	-1.2	-7.9	-0.2	-1.4	-0.7	-1.3
CC(=O)N(Cc1c(C#N)c2ccccc2n1C)c1ccccc1	-5.5	2.0	2.6	10.9	0.1	-1.2	4.5	-3.8	-3.7	-0.8	-0.9
O=C(CN(C(=O)CCC(=O)Nc1nccs1)c1cccc(F)c1)NCc1ccc2c(c1)OCO2	4.0	3.5	-3.0	4.7	-0.5	0.1	-1.3	-1.2	-0.8	-0.7	-1.6
CN(Cc1ccc(F)cc1)C(=O)c1cc(COc2ccc(F)cc2F)on1	17.6	1.6	-7.3	-3.3	-1.6	-3.0	-0.6	0.7	-3.3	0.4	-1.6
COc1cnn(-c2cc(Oc3ccc(C)cc3)ncn2)c(=O)c1Cl	-12.4	-0.3	0.4	4.3	1.2	-0.7	-5.2	-0.7	-0.2	0.1	-1.4
CC1(c2ccc(C#N)cc2)NC(=O)N(CC(=O)Nc2cc(S(=O)(=O)N3CCOCC3)ccc2Cl)C1=O (centres undefined)	1.8	-2.4	-2.3	-8.0	-0.2	0.3	-0.1	2.0	-1.7	-0.9	0.2
CC1=CC(C)(C)N(C(=O)CSc2ncn[nH]2)c2ccccc21	7.7	-3.7	-7.8	-16.2	-0.7	-1.5	-4.2	0.1	-1.8	-0.2	-1.7
COCCCN=C1NN=C(c2cc(C)n(Cc3ccco3)c2C)CS1	-8.2	-6.6	-11.0	-10.8	1.7	2.3	-0.3	6.3	14.6*	2.1	1.6*
COc1ccc(Br)cc1CN(C)CC(=O)Nc1cccc(S(=O)(=O)N2CCCC2)c1	-4.0	5.1	0.9	-6.7	-2.4	-2.4	3.2	-1.6	-2.5	-0.1	-1.7
COC(=O)[C@@H](NC(=O)c1ccccc1)[C@@H](C)O	2.3	-1.0	4.1	4.7	0.0	2.1	-3.2	0.8	0.2	2.9	-1.3
O=C(CSc1nccc(=O)[nH]1)NC1CCCc2ccccc21 (centres undefined)	-8.0	2.0	-6.5	5.3	0.4	-2.1	-3.8	1.1	-0.9	-0.5	-1.5
CC(=O)c1ccc(NC(=O)CN2CCN(c3ccccc3)CC2)cc1	-0.1	1.7	-2.0	-2.7	-0.3	-0.9	-0.8	1.2	1.6	1.3	-1.3
CCSC1=NCCN1C(=O)c1ccc(S(=O)(=O)N(C)C)cc1	2.6	-0.1	1.8	-4.5	0.0	-1.4	-1.9	1.6	0.5	0.1	-1.9
Cc1ccc(NC(=O)NNS(=O)(=O)c2ccc(Br)cc2)cc1	4.1	4.6	1.6	-11.6	-0.7	0.0	1.2	0.2	-2.9	-0.7	-1.3
O=C(O)c1cccnc1SC1CC(=O)N(Cc2ccccc2)C1=O (centres undefined)	-0.6	1.4	2.3	-1.8	-0.4	-0.4	-1.7	0.3	-3.3	0.9	-0.7
O=C1CC(c2ccccc2)c2cccc(F)c21 (centres undefined)	5.1	2.0	1.8	-10.9	0.0	-0.6	-1.4	0.0	-0.4	1.3	-1.1
CCc1nc(C)cn1S(=O)(=O)c1ccc2c(c1)OCCO2	-2.2	1.7	-3.2	9.1	-1.3	-0.9	-2.7	0.2	-1.6	0.7	-1.1
Cn1c(=O)n(C)c2cc(NS(=O)(=O)c3ccccc3[N+](=O)[O-])ccc21	0.8	-0.4	-4.4	0.9	0.3	-3.0	1.8	3.9	-3.0	1.1	-0.6
COc1ccc(-c2nc(CS(=O)(=O)CC(=O)NCCCc3ccccc3)c(C)o2)cc1	1.6	-1.4	-10.1	-10.7	-1.8	1.3	-1.9	2.4	1.5	-0.2	-1.2
CCCCNC(=O)c1nc(C2CCNCC2)oc1-c1ccccc1	-19.3	-2.6	1.2	-2.3	-0.1	-2.1	-7.6	·	6.6	·	-1.3
OCCC1CN(Cc2cccn2-c2nccs2)CCN1CCc1ccccc1 (centres undefined)	-2.1	-0.7	2.5	-2.5	0.2	2.5	0.4	-1.7	5.1	1.3	1.5*
COc1ccc(CNC(=O)c2cc(C)nc3ccccc23)cc1OC	-2.6	-2.8	-3.4	-1.5	-0.5	-0.6	-0.2	1.7	-0.7	1.0	-0.6
COC(=O)C1=C(C)N(c2ccc(OC)cc2)C(C)=C(C(=O)OC)C1c1ccccc1	-6.4	-2.3	-9.1	1.7	-0.2	1.1	-3.6	0.0	0.5	4.9*	-0.2
COc1ccc(/C=N/N=C2\CC3CCC2(C)C3(C)C)cc1O (centres undefined)	0.6	1.0	-0.3	-5.0	0.8	-0.5	-5.2	0.1	0.6	-0.3	-0.5
Cc1ccc(C(=O)CSc2nnc(-c3ccccc3N)n2C)cc1	-2.6	2.6	-6.3	-16.7	0.1	0.4	-0.7	0.1	1.4	1.8	-1.1
Oc1c(Br)cc(Br)cc1CNc1ccccn1	5.1	1.2	-3.5	-8.9	0.6	-1.2	1.9	2.9	-3.7	-0.5	-1.0
N/C(=N\OC(=O)c1cccs1)C1(c2ccc(Cl)cc2Cl)CC1	-1.0	0.5	1.8	-3.4	-0.8	-0.2	-3.2	-0.1	0.8	0.3	-2.4
Cc1cccc(-c2nnc(SCC(=O)Nc3nc4c(s3)CCCC4)n2C)c1	-6.8	1.6	0.1	-11.6	0.2	-2.0	-0.7	0.4	-0.4	-0.8	-1.0
Cc1ccc(-n2c(C)cc(C)c(C#N)c2=O)cc1	-15.7	-1.9	-0.7	5.3	-0.5	1.3	-5.4	1.7	0.1	1.2	-1.0
COc1ccc2oc(C(=O)NCCc3ccccc3)c(C)c2c1	-76.5	-21.4	-20.3	-3.2	5.2*	2.8	-21.2	-2.7	2.5	-2.1	-0.7
CCC(C(=O)OCC(=O)NC(=O)NC(C)(C)C)c1ccccc1 (centres undefined)	-3.8	1.5	5.0	-7.6	0.2	-1.2	1.8	-0.5	-0.8	-1.1	-1.6
O=C(CS(=O)(=O)c1c[nH]c2ccccc12)N1CCCCC1	-3.0	0.4	3.0	0.3	0.2	4.2	0.4	0.3	-0.7	0.6	0.4
NC(COCc1ccccc1)c1csc(Nc2ccc(C(=O)NCCO)cc2)n1 (centres undefined)	-33.9	-44.3	-59.5	-2.7	0.0	2.4	-4.0	-1.4	-0.6	·	-1.4
CC(C)CCNC(=O)C(c1ccncc1)N(C(=O)Cn1nnc(-c2ccc(F)cc2)n1)c1ccccc1F (centres undefined)	8.8	10.1*	2.8	2.3	-0.2	-1.3	2.6	-1.1	-4.5	-0.1	-1.4
COc1ccc(C2CC(=O)CC(=O)C2n2cncn2)cc1 (centres undefined)	-1.6	0.1	-6.0	3.2	0.4	-0.5	-4.8	-1.2	-2.5	0.1	-0.5
Cc1ccc(Sc2ncccc2C(=O)NC2CCCCCC2)cc1C	15.5	2.6	0.4	4.7	-0.2	-0.6	3.5	2.0	-0.4	0.2	-1.5
O=C(Nc1ccc2[nH]c(=O)[nH]c2c1)c1cccc([N+](=O)[O-])c1	5.2	4.3	-3.1	0.0	-0.6	1.1	2.6	0.8	7.4	2.3	-0.6
CC(C)OC(=O)NS(=O)(=O)c1cccc([N+](=O)[O-])c1	-4.0	2.7	2.9	-2.0	0.0	-2.5	-1.3	2.3	-2.1	-0.3	-1.1
Cc1ccc2nsnc2c1S(=O)(=O)N1CCOCC1	4.8	4.6	2.6	1.2	-0.5	-1.6	-3.2	-1.3	-1.4	0.4	-1.0
COc1ccc(OC)c(S(=O)(=O)N2c3ccccc3CC2C)c1 (centres undefined)	5.3	3.3	0.8	-8.8	-0.1	1.2	1.9	-0.7	1.2	-1.2	-1.5
CCCOc1ccc(/C(O)=C2/C(=O)C(=O)N(CCN(C)C)C2c2ccco2)cc1 (centres undefined)	6.9	-4.1	-2.5	-0.9	0.1	0.4	0.3	0.9	0.8	-0.1	-1.0
O=S(=O)(c1ccc(Br)cc1)c1nc(-c2ccco2)oc1NCC1CCCO1 (centres undefined)	-2.2	0.7	-8.1	-1.6	0.5	-1.7	-2.7	-1.2	-2.1	1.0	-1.4
CCOC(=O)C1(C)CCCCCN1C(=O)c1ccc(Cl)nc1 (centres undefined)	0.2	5.6	3.5	2.3	0.1	-1.1	-0.2	-0.5	1.9	·	-1.4
O=C1C2C3C=CC(C4CC34)C2C(=O)N1/N=C/c1c[nH]c2ccccc12 (centres undefined)	0.3	-4.3	2.0	-0.8	0.0	6.0*	2.2	3.1	10.5*	1.2	2.2*
COc1ccc(-c2ccc(Nc3ccc(C(=O)N4CCOCC4)cc3)nn2)cc1OC	-2.8	1.1	4.4	4.6	0.4	-2.0	-1.1	-4.0	-1.7	0.2	-1.1
CCn1cc(C(=O)NCCc2ccc(Cl)cc2)c(=O)c2cc(S(=O)(=O)N(C)C)ccc21	3.1	-1.2	-1.2	-0.9	-0.3	-1.3	-5.5	2.8	2.0	-1.4	-1.0
COc1ccc(/C=C/C(=O)NCCN=C2NS(=O)(=O)c3ccccc32)cc1	1.8	0.9	3.1	-4.4	-0.9	-1.4	0.4	0.6	-1.6	1.1	-1.6
O=C(C1=C[C@@H](C2CCCCC2)C[C@@H](OCCCCO)O1)N1CCN(Cc2ccc3c(c2)OCO3)CC1	-12.1	5.6	-1.2	-18.3	-0.6	-1.7	-2.0	2.1	-3.2	1.2	-1.5

# High-throughput results from PubChem.
